D2 ag = agonists of human D2 dopamine receptor. HEK293 T-REx D2 cells, calcium flux agonist mode. activation, % at 2 µM. 340,000 compounds, 0.53% hits;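 active = activation over 3 SD above normal in the single-dose calcium agonist read, cut at about 30% in these data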; note: 0% is about no effect
Target sequence (P14416 whole entry, looked up): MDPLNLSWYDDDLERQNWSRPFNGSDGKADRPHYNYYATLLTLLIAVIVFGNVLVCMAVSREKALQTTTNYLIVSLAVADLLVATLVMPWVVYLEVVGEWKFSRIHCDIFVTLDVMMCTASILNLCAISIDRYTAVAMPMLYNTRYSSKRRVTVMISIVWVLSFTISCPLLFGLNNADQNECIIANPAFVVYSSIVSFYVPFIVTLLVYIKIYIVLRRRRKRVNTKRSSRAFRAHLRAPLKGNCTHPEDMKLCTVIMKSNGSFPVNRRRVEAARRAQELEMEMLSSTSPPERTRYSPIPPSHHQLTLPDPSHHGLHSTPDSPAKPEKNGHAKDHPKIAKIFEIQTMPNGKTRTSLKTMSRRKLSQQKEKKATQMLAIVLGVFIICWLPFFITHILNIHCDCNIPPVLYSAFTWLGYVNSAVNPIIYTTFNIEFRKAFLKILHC
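Tetracycline-induced HEK293 Trex cells with D2 receptor force-coupled to calcium signaling, plated overnight at 30 C and loaded with no-wash calcium dye. Calcium flux read kinetically for 180 s after compound addition; responses flag agonists.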
rTrxR1 inhibitor = blocks rat thioredoxin reductase 1; O89049; Potency, µM (highest dose often 114 µM), for inactives: top-dose activity change, negative = inhibition, actives largely listed as inhibitors; recombinant rTrxR1, NADPH fluorescence consumption, selenite substrate; 390,000 compounds, 1% hits; note: potency is the fitted concentration of half-maximal effect; % is set by controls: 0 for no effect and ±100 for the full control effect; nearly all actives have a fitted effect of over 65% in size
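Rat TrxR1 (90 nM in the dispensed reagent) was pre-reduced with 400 uM NADPH for 5 min at room temperature, then incubated with compound for 15 min. After 400 uM selenite was added, NADPH fluorescence (Ex 340/Em 450 nm) was followed for 8 min.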
D2 antag = antagonists of human D2 dopamine receptor | inhibition, % at 10 µM | HEK293 TREx D2 cells, calcium flux, dopamine EC80 | P14416 | 340,000 compounds, 2% hits; in the data active = inhibition above about 30%; note: 0% is about no effect
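Tetracycline-induced HEK293 T-REx cells expressing D2 force-coupled to calcium signalling were dye-loaded, exposed to compound for 180 s, then challenged with an EC80 of dopamine; calcium flux was followed kinetically for a further 180 s.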
IDH1 R132H inh = blocks human mutant IDH1 R132H enzyme; IDH1-R132H enzyme, NADPH consumption, diaphorase/resazurin fluorescence; Potency, µM (doses to about 76.6 µM), without a hit: top-dose activity change, negative = inhibition, most hits filed as inhibitors; 390,000 compounds, 0.093% hits; note: potency is the fitted concentration of half-maximal effect; % is set by controls: 0 for no effect and ±100 for the full control effect; nearly all actives have a fitted effect of over 65% in size
Target sequence (O75874 whole entry R132H, stated change not applied): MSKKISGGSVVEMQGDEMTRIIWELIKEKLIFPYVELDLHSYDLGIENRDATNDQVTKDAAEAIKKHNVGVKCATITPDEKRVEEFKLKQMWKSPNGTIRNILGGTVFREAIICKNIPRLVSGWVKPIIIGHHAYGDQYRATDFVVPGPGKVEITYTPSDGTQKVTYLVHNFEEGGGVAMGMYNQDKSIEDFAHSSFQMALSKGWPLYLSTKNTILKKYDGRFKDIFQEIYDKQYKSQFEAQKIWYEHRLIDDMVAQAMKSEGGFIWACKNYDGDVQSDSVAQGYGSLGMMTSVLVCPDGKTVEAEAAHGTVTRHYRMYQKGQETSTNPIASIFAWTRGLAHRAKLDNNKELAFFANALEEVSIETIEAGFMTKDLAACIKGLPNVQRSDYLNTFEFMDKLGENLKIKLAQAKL
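IDH1-R132H (0.5 ug/mL) preincubated 30 min with compound, then NADPH (0.016 mM) and alpha-KG (2 mM) added; 80 min at RT, pH 7.5. Remaining NADPH coupled via diaphorase/resazurin to fluorescence (540/590 nm); concentration-response curves normalized to no-enzyme control.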
TRHR enhancer = allosterically enhances the human TRH receptor | TRHR cells, fluo-8 calcium fluorescence, EC20 TRH enhancement | enhancement, % at 2 µM | 360,000 compounds, 0.66% hits | AID 493056; in the data active = enhancement above about 30%; note: 0% is about no effect
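TRHR-expressing cells loaded with fluo-8 calcium dye were read kinetically (ex 480/em 530) during compound addition, then stimulated with an EC20 of TRH (10 nM final). Enhancement of the Gq-mediated intracellular calcium response was scored.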
TRHR ag = agonists of human TRH receptor; P34981; TRHR cells, calcium flux fluo-8, FDSS agonist mode; activation, % at 2 µM; 360,000 compounds, 0.18% hits; in the data active = activation above about 30%; note: 0% is about no effect
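Read-out: compound-evoked intracellular calcium rise in TRHR cells, fluo-8 dye, kinetic FDSS fluorescence at 1 s/cycle following a 10-cycle baseline. Cells cultured overnight before dye loading (30 min–1.5 h, RT).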
USP1 inh = blocks the human USP1/UAF1 deubiquitinase complex. O94782. recombinant USP1/UAF1, Ub-Rhodamine cleavage fluorescence. Potency, µM (doses to about 57.1 µM), inactives show at the top dose activity change, negative = inhibition, actives largely listed as inhibitors. 390,000 compounds, 0.23% hits; note: potency is the fitted concentration of half-maximal effect; % is set by controls: 0 for no effect and ±100 for the full control effect; nearly all actives have a fitted effect of over 60% in size; inactives centre near -12
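In this screen, compounds sit with the deubiquitinase complex (1nM) for 15 min at room temperature before Ub-Rho is added at 150nM final. Fluorescence rise is then followed for 6 reads every 60 seconds.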
TrxR1 substrate = substrates of rat thioredoxin reductase 1; O89049; purified TrxR1 substrate turnover, NADPH consumption readout; Potency, µM (top dose mostly 114 µM), without a hit: at the highest dose activity change, negative = substrate turnover; 390,000 compounds, 0.01% hits; AID 588456; note: potency is the fitted concentration of half-maximal effect; % is set by controls: 0 for no effect and ±100 for the full control effect; nearly all actives have a fitted effect of over 50% in size
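Rat TrxR1, dispensed at 90 nM, was prereduced with 400 uM NADPH (final) for 5 min at ~22 deg C, then incubated with compound 15 min before 400 uM selenite. A first-read NADPH fluorescence drop versus no-compound background flagged substrates.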
PI4K2A inh = blocks human PI4K2A kinase activity; Q9BTU6; purified PI4K2A, ADP-Glo luminescence, 1 h; stronger effect = lower value; activity change, negative = inhibition, % at 76.9 µM; 420,000 compounds, 0.13% hits; AID 1346378; in the data active = activity change below about -50%; inconclusive = mostly about -30% to -49%;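 note: -100% = wells without enzyme as full effect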
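ADP-Glo luminescence measured ADP generated by PI4K2A enzyme (4 ug/mL before mixing) with 1.2 mM PI substrate (pre-mix) and 300 microM ATP (pre-mix). Tris pH7.5 buffer with MgCl2, Triton X-100; 1 h reaction at ambient temperature.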
* marks the source's active call; other numbers are inactive results; ? = inconclusive; / = not tested or not shown; & = joins results of further samples; [ ] = dose if it differs, or a comment. Unless noted, calls come from the whole dose curve; as a rule, active = well fitted inhibition curve with a large enough effect; inconclusive = small, poorly fitted or top-dose-only effect; inactive = no such curve, though single readings can be large or run the other way.

SMILES,D2 ag,rTrxR1 inhibitor,D2 antag,IDH1 R132H inh,TRHR enhancer,TRHR ag,USP1 inh,TrxR1 substrate,PI4K2A inh
c1ccc(-c2ccc(C3=Nn4c(nnc4-c4cccs4)SC3)cc2)cc1,-1.5,14%[57.1 µM],-2,-6%,-5,0.6,-5%,2%[57.1 µM],1
CC(=O)OCC(=O)C1(O)CCC2C3CCC4=CC(=O)C=CC4(C)C3C(=O)CC21C (stereo unspecified),/,10%,/,2%,/,/,?,5%,2
COc1ccc(S(=O)(=O)N2CCN(CC(=O)N3CCc4ccccc4C3)CC2)cc1OC,0.3,-9%,-13,-2%,0,0.1,-8%,0%,-4
COc1ccc(C(=O)NCC(=O)OCC(=O)c2cc(OC)c(OC)c(OC)c2)cc1OC,0.4,14%,-5,5%,-2,0.7,-14%,8%,12
O=C(O)C1CCCCC1C(=O)Nc1ccc(F)c(F)c1 (stereo unspecified),0.4,-9%,8,6%,-3,0.9,-7%,-3%,-4
O=C(Cc1ccsc1)N1CCN(S(=O)(=O)c2cc(C(F)(F)F)cc(C(F)(F)F)c2)CC1,-1.7,13%,-8,6%,6,-1.5,-11%,1%,4
N#Cc1ccc(Oc2cccc3cccnc23)c([N+](=O)[O-])c1,1.2,10%,-21,39%[activator],-1,5.4,-35%,9%,4
C/C(=N\NC(=O)c1ccc(CSc2nncn2C)cc1)c1ccc(C#N)cc1,0.4,4%[57.1 µM],-2,20%,0,-0.2,-2%,4%[57.1 µM],-5
Cc1[nH]c(=O)c(C#N)c(C)c1CCC(=O)NCc1cccc(C(F)(F)F)c1,-0.5,12%,9,-1%,12,-1.9,-16%,5%,0
CCN(CCCCCN(C)C)Cc1cc2ccccc2o1,-1.1,12%,20,17%,-4,-1.0,-14%,9%[57.1 µM],2
O=C(CNC(=O)c1cccc(Br)c1)N/N=C/c1cccnc1,0.4,33%,-12,-10%,-2,-0.5,-14%,2%,6
O=C(COC(=O)c1ccc(Cl)c(S(=O)(=O)N2CCCCC2)c1)NCCc1ccccc1,0.6,7%,-7,-5%,6,-0.1,-3%,-8%,-3
CCCCCN(C(=O)CCC(=O)OCc1cccc(C(F)(F)F)c1)c1c(N)n(CCCC)c(=O)[nH]c1=O,0.4,26%,-14,-4%,2,0.4,-2%,4%,-1
COc1ccc(C(=O)OCC(=O)c2ccc(S(=O)(=O)N3CCCCC3)cc2)c(OC)c1,1.3,16%,-6,2%,18,-1.2,2%,-2%,2
Cc1c(Cl)cccc1NC(=O)c1cc(-c2cccs2)on1,1.7,-1%,/,1%,1,3.0,-14%,-1%,0
O=S(=O)(c1ccc(N2CCCC2)nc1)N1CCOCC1,2.5,8%[57.1 µM],5,-3%,2,0.7,-8%,-1%[57.1 µM],-10
CCCCOCCCNC(=O)c1cccc(OC)c1,0.0,4%,-12,3%,0,-0.7,2%,-3%,-1
CN(C(=O)COC(=O)c1cc(F)c(F)cc1Cl)c1ccccc1,-0.9,16%,32*,-3%,-1,0.6,?,6%,4
O=C(O)c1cc(N/N=C/c2ccc(-c3ccc(F)cc3)o2)ccc1Cl,0.0,?,-9,6%,1,0.2,-27%,-2%,-17
O=C(COC(=O)C12CC3CC(CC(C3)C1)C2)Nc1ccc([N+](=O)[O-])cc1Br,1.4,-9%,-3,0%,-3,0.1,-17%,-13%,-4
Cc1cc(-c2onc3ccc(Cl)cc23)ccc1O,-2.2,-52%,1,2%,-13,-0.6,-22%,4%[57.1 µM],-2
Cc1cc(NC(=O)CN2CCN(c3ccccc3O)CC2)no1,0.0,19%,20,5%,-3,0.0,2%,4%,3
CCSC1=NCCN1C(=O)Cc1ccc(-c2ccccc2)cc1,1.2,28%[57.1 µM],1,1%,0,0.2,-13%,8%[57.1 µM],-2
Cc1csc(SCC(=O)Nc2oc(C)c3c(C)n[nH]c(=O)c23)n1,-0.8,-11%,-11,6%,2,-0.2,-12%,-4%,-4
Cc1nc2c(-c3ccccc3)c(C)[nH]n2c(=O)c1Cc1ccccc1,-0.3,23%[57.1 µM],43*,0%,-5,-0.7,-15%,12%,1
CC1=C(C#N)C(=O)OC(C)(C)C1,1.2,-6%[57.1 µM],10,5%,1,4.2,?,-11%[57.1 µM],-4
COCc1cc(C)nc(OC)c1C(N)=O,3.7,9%,-13,-2%,3,0.1,-16%,-6%,-3
CCCCOc1ccc(/C=C/C(=O)OCC(=O)N2CC(=O)Nc3ccccc32)cc1OCC,-0.6,-2%,19,-5%,4,-0.6,-11%,31%[activator],1
Cc1ccc(N(C(=O)C(F)(F)F)C(C(=O)NC2CCCCC2)c2cccs2)cc1C (stereo unspecified),/,8%,/,3%,/,/,4%,3%,-9
O=C(O/N=C1\CCCc2ccccc21)C1CC1,0.3,13%[57.1 µM],-13,-4%,0,0.1,0%,5%[57.1 µM],1
CN(CCCC1CCCC1)C(=O)CC1C(=O)NCCN1Cc1cccc(F)c1F (stereo unspecified),0.1,40µM*,-4,12%,4,-0.4,-25%,9%,5
Cc1nn(-c2ccccc2)c2c1C(c1cccnc1)N1C=C(S(=O)(=O)N3CCCCC3)C=CC1=N2 (stereo unspecified),0.1,14%[57.1 µM],0,0%,2,-0.1,-2%,6%[57.1 µM],5
CC(C)CNC(=S)NNC(=O)c1csc2c1CCCC2,1.2,-17%[57.1 µM],12,-1%,16,-0.3,-7%,2%[57.1 µM],-3
CCOC(=O)c1sc2nc(Cc3ccc(Cl)cc3)[nH]c(=S)c2c1C,0.9,6%,-10,5%,-1,0.4,-11%,4%,-1
CCC(CC)C(=O)N1N=C(c2ccc(NS(C)(=O)=O)cc2)CC1c1ccc(C)cc1 (stereo unspecified),2.1,?,1,-4%,-2,1.0,?,153%[activator],-5
COC(=O)c1c(Cc2ccccc2Cl)c[nH]c1C,-2.7,20%,-3,-5%,0,-1.2,-25%,5%,0
Cc1c(O)c2cccnc2[nH]c1=O,0.6,-11%,1,-6%,2,0.2,6%,-9%,3
CC(=O)Nc1ccccc1-c1nc2ccccc2n(CC(=O)c2ccc(C)c(C)c2)c1=O,-1.6,2%,/,23%,9,-0.9,-17%,8%,-1
CCc1cc(-c2n[nH]c(C)c2Oc2ccc(C(C)C)cc2)c(O)cc1O,2.7,4%,5,-2%,-1,3.7,-22%,-8%,1
O=C1NC[C@H](c2ccccc2)OC(=O)[C@@H](Cc2ccc(F)cc2)C/C=C\C[C@H]1CC(=O)N(CCO)Cc1ccccc1,/,19%,/,7%,/,/,-24%,5%,-2
CCc1ccccc1NC(=O)C1=CC(c2ccc(OC)c(OC)c2)=NS(=O)(=O)N1C,0.1,-1%[57.1 µM],-9,-5%&-3%,3&-2,0.0&0.9,-19%&-26%,-2%[57.1 µM],-2&-3
CCCCNC(=O)C1CC(=O)N(CCc2ccccc2)C1 (stereo unspecified),0.4,26%,1,-1%,4,-0.1,-21%,5%,-18
NNC(=O)c1nn(-c2ccc(Cl)cc2)cc1O,0.0,26%,0,0%,-3,0.1,-24%,31%[activator],-6
CCc1ccc(S(=O)(=O)Nc2cc3c(cc2N2CCCCC2)n(C)c(=O)c(=O)n3C)cc1,-0.7,4%,5,?,1,0.4,-33%,7%,-1
O=C(CN1CCN(Cc2ccc(Cl)cc2)CC1)N/N=C/c1cccc(F)c1,-1.5,6%[57.1 µM],-18,4%,8,-0.3,-7%,7%[57.1 µM],1
CCc1ccccc1NC(=O)NCc1cccnc1,-0.5,14%,10,-2%,-1,0.0,-27%,0%,-2
CCCCn1c(N)c(N(CC(C)C)C(=O)c2cc(Cl)nc3ccccc23)c(=O)[nH]c1=O,-0.7,35%,-5,2%,3,1.3,-20%,11%,2
O=C(Nc1cnn(C23CC4CC(CC(C4)C2)C3)c1)c1cnn2cccnc12,0.3,-8%,12,5%,4,-0.3,-18%,5%,4
Cc1cccc(NC(=O)CSc2nc3c([nH]c4ccccc43)c(=O)n2-c2cc(C)cc(C)c2)c1,1.4,16%[57.1 µM],/,9%,1,0.6,-22%,3%[57.1 µM],1
C=CCN(C(=O)CCC(=O)Nc1cc(C)on1)C(C(=O)NC1CCCC1)c1ccc(OC)c(OC)c1 (stereo unspecified),0.6,25%[57.1 µM],-1,-6%,1,1.0,-10%,-9%,1
COC(=O)CCCCCn1c(-c2ccccc2)cn2c3c(=O)n(C)c(=O)n(C)c3nc12,-1.2,1%,/,14%,-1,-1.1,-22%,-1%,-17
Cc1nc2cc(C(=O)NCCC3=CCCCC3)ccc2n1-c1ccc(Br)cc1,0.6,8%[57.1 µM],/,-12%,-3,0.1,?,-6%[57.1 µM],1
O=C(COc1ccc(S(=O)(=O)N2CCOCC2)cc1Cl)NCCCn1ccnc1,0.6,20%,-6,0%,-6,0.3,-3%,-1%,0
COC(=O)c1cc(C(=O)OC)n(Cc2ccc(F)cc2)c1C,2.1,6%,4,4%,0,1.0,-18%,-6%,1
COc1ccc(C(=O)/C=C2/Sc3cc4c(cc3N2C)OCO4)cc1,/,17%,/,6%,7,1.3,6%,-1%,-4
O=C(NCCc1ccccc1)c1cnc2sc(N3CCCCCC3)nn2c1=O,0.0,17%[57.1 µM],/,2%,1,-0.1,4%,19%[57.1 µM],-4

Source: PubChem (National Center for Advancing Translational Sciences (NCATS))
